HT1080 IDH1KD tx: HT-1080 IDH1 knockdown cell toxicity (counter line); HT-1080 IDH1 knockdown viability, ATP luminescence, 48 h; Potency, µM (series often up to 46.1 µM), inactives show top-dose activity, negative = toxicity, hits mostly cytotoxic; hit rate 2% among 360,000; AID 686971;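 note: potency is the fitted concentration of half-maximal effect; 0% = DMSO wells and -100% = cell-free medium wells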
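HT-1080-IDH1KD cells (IDH1 knocked down), 750/well in RPMI with 5% FBS, treated with compound 48 h at 37 degrees C. Viability by CellTiter-Glo luminescence, normalised to DMSO and no-cell wells; concentration-response curves classed.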
IL-1B inflam inh: inhibitors of inflammasome signaling (IL-1 beta secretion); THP-1 LPS/ATP IL-1B secretion, AlphaLISA, 16 h; stronger effect = lower value; activity change, % at 57.5 µM; hit rate 4.7% among 360,000; in the data active = activity change below about -50%; inconclusive = mostly about -30% to -49%; note: % is set by controls: 0 for no effect and ±100 for the full control effect
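Secreted IL-1B measured by AlphaLISA bead assay after 16 h compound exposure of THP-1 cells; compounds (final up to 57.5 uM) added 1 h before LPS (250 ng/mL) and ATP (1.25 mM) stimulation; lower signal means less secretion.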
MCF10A rerep: DNA re-replication induction in MCF 10a cells; hit rate 2.9% among 350,000; AID 624296; MCF 10A DNA re-replication, Hoechst nuclear intensity, 48 h; Potency, µM (highest dose often 46.1 µM), for inactives: top-dose activity, positive = re-replication, actives largely listed as activators; note: potency is the fitted concentration of half-maximal effect; % of control where 0% means no effect; nearly all actives have a fitted effect of over 50% in size
HT1080-NT tox: kills 2HG-producing HT-1080-NT fibrosarcoma cells; Potency, µM (titrated, usually from 46.1 µM), for the others: at the highest dose activity, negative = less viability, usual class: cytotoxic; HT-1080-NT fibrosarcoma viability, CellTiter-Glo ATP luminescence, 48 h; hit rate 1.6% among 360,000;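 note: NT is the 2HG producing partner of a matched IDH1 knockdown line; potency is the fitted concentration of half-maximal effect; 0% = DMSO-treated cells and -100% = media-only wells without cells; nearly all actives have a fitted effect of over 55% in size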
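Viability by CellTiter-Glo luminescence after 48 h compound exposure at 37C of HT-1080-NT cells (750/well, RPMI, 5% FBS). % activity scaled between DMSO wells and medium-only wells, then curve-fitted and categorized by curve class.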
ATXN2 expr inh: ATXN2 expression inhibition; HEK-293 ATXN2-luciferase reporter, luminescence, 24 h; Potency, µM (doses to about 57 µM), inactives show at the highest dose activity change, negative = inhibition, actives largely listed as inhibitors; hit rate 0.72% among 360,000; note: potency is the fitted concentration of half-maximal effect; % is set by controls: 0 for no effect and ±100 for the full control effect; nearly all actives have a fitted effect of over 55% in size
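ATXN2-luciferase reporter cells (luciferase flanked by upstream and downstream ATXN2 gene portions) were treated 24 h at 37 °C with compounds at up to 57 uM. SteadyGlo luminescence gave expression; GF-AFC fluorescence gave viability.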
SW480 rereplic: induces DNA re-replication in SW480 colon adenocarcinoma cells. SW480 DNA re-replication, Hoechst DNA content imaging, 48 h. hit rate 1.8% among 340,000. Potency, µM (titrated, usually from 46.1 µM), for inactives: at the top dose re-replication activation, usual class: activators. AID 624297; note: potency is the fitted concentration of half-maximal effect; % of control where 0% means no effect; nearly all actives have a fitted effect of over 55% in size
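250 cells/well; 23 nL cpd via pin tool; 48 hr, 37 C, 5% CO2; Hoechst 40 min; imager read of total nuclear intensity, ex 405/em 500-530 nm.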
KB-V1 cytotox: KB-V1 MDR subline cytotoxicity. KB-V1 MDR cells viability, CellTiter-Glo, 72 h. Potency, µM (titrated, usually from 46.1 µM), for inactives: at the highest dose activity change, negative = cytotoxicity, actives largely listed as cytotoxic. AID 1347076. hit rate 3.4% among 400,000; note: potency is the fitted concentration of half-maximal effect; % is set by controls: 0 for no effect and ±100 for the full control effect; nearly all actives have a fitted effect of over 60% in size
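Luminescent ATP read-out (CellTiter-Glo, 10 min) measures survival of drug-selected KB-V1 MDR cells after 72 h, 37 degrees C compound exposure. Medium: phenol-red-free DMEM, 10% FBS. Values from fitted concentration-response curves.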
WRN inhibitor: blocks human WRN helicase | Q14191 | WRN helicase unwinding, fluorescent forked duplex, kinetic | Potency, µM (titrated, usually from 114 µM), without a hit: top-dose activity change, negative = inhibition, most hits filed as inhibitors | hit rate 0.46% among 360,000; note: potency is the fitted concentration of half-maximal effect; % is set by controls: 0 for no effect and ±100 for the full control effect; nearly all actives have a fitted effect of over 55% in size
Target sequence (Q14191 whole entry, looked up): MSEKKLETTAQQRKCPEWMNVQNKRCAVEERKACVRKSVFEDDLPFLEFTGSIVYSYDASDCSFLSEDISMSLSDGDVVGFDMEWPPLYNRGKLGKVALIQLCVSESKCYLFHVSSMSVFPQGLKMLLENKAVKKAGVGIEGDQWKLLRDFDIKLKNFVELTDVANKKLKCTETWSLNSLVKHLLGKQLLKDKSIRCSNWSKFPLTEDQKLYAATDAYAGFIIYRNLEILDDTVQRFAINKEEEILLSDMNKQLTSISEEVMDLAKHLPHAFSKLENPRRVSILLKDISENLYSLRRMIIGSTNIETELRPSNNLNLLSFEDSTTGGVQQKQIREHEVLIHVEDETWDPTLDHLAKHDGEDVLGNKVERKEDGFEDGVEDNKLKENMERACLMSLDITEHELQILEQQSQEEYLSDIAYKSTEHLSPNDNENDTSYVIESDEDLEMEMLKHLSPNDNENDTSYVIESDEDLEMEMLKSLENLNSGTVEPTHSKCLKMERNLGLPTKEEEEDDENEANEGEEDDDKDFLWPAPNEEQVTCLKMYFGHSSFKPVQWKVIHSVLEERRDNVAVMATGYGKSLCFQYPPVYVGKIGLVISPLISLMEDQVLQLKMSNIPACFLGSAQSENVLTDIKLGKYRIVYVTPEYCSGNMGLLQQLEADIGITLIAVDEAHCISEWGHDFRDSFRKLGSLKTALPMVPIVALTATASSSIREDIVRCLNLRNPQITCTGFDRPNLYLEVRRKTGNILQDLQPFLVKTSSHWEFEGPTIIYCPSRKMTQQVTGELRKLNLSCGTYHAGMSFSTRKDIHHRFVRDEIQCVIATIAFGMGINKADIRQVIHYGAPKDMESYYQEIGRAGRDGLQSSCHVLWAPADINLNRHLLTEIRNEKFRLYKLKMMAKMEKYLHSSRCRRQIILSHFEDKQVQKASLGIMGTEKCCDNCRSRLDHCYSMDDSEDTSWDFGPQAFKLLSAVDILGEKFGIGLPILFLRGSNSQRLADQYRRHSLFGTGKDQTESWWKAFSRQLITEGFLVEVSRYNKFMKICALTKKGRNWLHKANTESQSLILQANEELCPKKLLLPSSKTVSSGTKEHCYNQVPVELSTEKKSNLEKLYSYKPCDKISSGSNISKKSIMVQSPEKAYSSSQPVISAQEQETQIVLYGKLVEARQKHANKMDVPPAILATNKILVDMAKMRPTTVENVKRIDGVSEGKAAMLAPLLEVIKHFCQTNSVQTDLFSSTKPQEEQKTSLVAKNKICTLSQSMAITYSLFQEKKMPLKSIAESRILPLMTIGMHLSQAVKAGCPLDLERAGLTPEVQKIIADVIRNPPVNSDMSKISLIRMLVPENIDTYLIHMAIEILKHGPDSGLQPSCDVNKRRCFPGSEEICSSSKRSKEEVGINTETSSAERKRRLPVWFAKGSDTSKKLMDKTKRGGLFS
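Primary qHTS, 1536-well format. 20 nM WRN + compound, 15 min RT; start with 100 nM forked fluorophore/quencher duplex, 2 mM ATP (final); kinetic read ex 525/em 598 nm.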
KB-3-1 cytotox: kills parental KB-3-1 adenocarcinoma cells | KB-3-1 viability, CellTiter-Glo ATP luminescence, 72 h | Potency, µM (top dose mostly 46.1 µM), without a hit: at the top dose activity change, negative = cytotoxic, usual class: cytotoxic | hit rate 1.4% among 400,000; note: potency is the fitted concentration of half-maximal effect; % is set by controls: 0 for no effect and ±100 for the full control effect; nearly all actives have a fitted effect of over 60% in size
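Viability of parental KB-3-1 cells, measured by CellTiter-Glo luminescence, followed a 72 h incubation at 37 °C with pinned compounds in phenol-red-free DMEM containing 10% FBS.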
* = called active by the depositor; ? = inconclusive; . = not tested or not shown; & = joins results of further samples; [ ] = another dose, or the depositor's remark. Unless noted, calls come from the whole dose curve; as a rule, active = well fitted curve in the direction sought with a large enough effect; inconclusive = small, poorly fitted or top-dose-only effect, or another doubt; inactive = no such curve, though single readings can be large; an effect the other way counts as inactive or inconclusive. Not a hit list; any-hit rate near 12%.

item | structure | HT1080 IDH1KD tx | IL-1B inflam inh | MCF10A rerep | HT1080-NT tox | ATXN2 expr inh | SW480 rereplic | KB-V1 cytotox | WRN inhibitor | KB-3-1 cytotox
1 | CCN(CC)c1nc(-c2ccccc2)nc2ccccc12 | -28% | ? | ? | -8% | -10% | -9%[9.22 µM] | 0% | ? | -2%
2 | COCCCNC(=S)NNC(=S)Nc1ccc(F)cc1F | ? | 2 | -7% | -19% | 18% | ? | -17% | 2% | 2%
3 | O=C1NC(=O)C2(CCCc3ccc([N+](=O)[O-])cc32)N1 (configuration not stated) | 4% | 6 | . | 5% | . | . | 9% | 2% | 6%
4 | NC(c1csc(Nc2cnccn2)n1)C1CCCCC1 (configuration not stated) | 10% | -29 | . | -1% | 0% | . | 4% | 1% | 0%
5 | CN1CCC(=NNC(=O)CSc2ccc(Cl)cc2)CC1 | 23% | -7 | 11%[9.22 µM] | 1% | -19% | 2% | -3% | -6% | -1%
6 | Cc1ccc(SCCN2CCC(C)CCC2=O)cc1 (configuration not stated) | 12% | 7 | -32%[inhibitor] | 14% | 35% | -6% | ? | -1% | 0%&-22%
7 | CC[C@H](C)C(C(=O)N1CCN(C(=O)OC(C)(C)C)CC1)n1cc(C(CO)NC(=O)OC(C)(C)C)nn1 (some centres not stated) | -2% | -2 | -1% | -2% | 4% | ? | -17% | 2% | -6%
8 | Cc1cccc(N(CC(=O)NC2CC3CCC2C3)S(=O)(=O)c2ccccc2)c1 (configuration not stated) | 4% | 0 | -32%[inhibitor] | 8% | 4% | 15% | -17% | -1% | ?
9 | Cc1nn(C)c(NC(=O)c2ccccc2Cl)c1Cl | 12% | -14 | -6% | 5% | 1% | -11% | 0% | 6% | 17%
10 | CCC(=NCc1ccccc1)c1c(C(F)(F)F)[nH]n(-c2nc3ccccc3s2)c1=O | 0% | 19 | -1% | 0% | . | -11% | 8% | 7% | 0%
11 | COc1ccc(-c2cc(-c3cccnc3)c(C#N)c(N)n2)cc1 | 22% | 3 | ? | 23% | -8% | ? | 1% | -3% | -1%
12 | CC(O)C(=O)NCCOCCOCCNC(=O)C(C)O (configuration not stated) | 11% | 5 | -3% | 25% | -4% | -2% | 16% | 8% | 2%
13 | c1ccc(Cn2nnc3c(N4CCOCC4)ncnc32)cc1 | 0% | -4 | 0% | 4% | 3% | -20% | 4% | -1% | -9%
14 | CCS(=O)(=O)c1nc(S(=O)(=O)c2ccc(C)cc2)c(N2CCN(CCO)CC2)s1 | 0% | -4 | 0% | 15% | -11% | 1% | -12% | 6% | -14%
15 | COc1ccccc1NC(=O)Cc1csc(NC(=S)Nc2ccccc2)n1 | 3.2µM* | -9 | ? | 3.5µM* | -13% | 2.6µM* | 9.2µM* | -13% | ?
16 | Cc1cnc(C(=O)Nc2ccc(-n3cnnn3)cc2)cn1 | 3% | 9 | -1% | 6% | -4% | -7% | 9% | 0% | 15%
17 | Nc1nc(-c2cccc(Br)c2)cs1 | ? | -4 | -9% | ? | 40%[activator] | -3% | 22% | -1% | 9%
18 | O=C(Cc1ccccc1)NNC(=O)c1cnccn1 | 15% | -6 | 4% | 6% | 1% | ? | ? | -4% | -1%
19 | FC(F)(F)c1cccc(-c2nnc3ccc(C(F)(F)F)cn23)c1 | -15% | 15 | 1% | 7% | -18% | -17% | -26% | 7% | 0%
20 | O=C(Nc1ccccc1F)Nc1cccnc1Cl | -5% | -10 | 1% | -1% | 7% | 6% | 15% | -10% | 0%
21 | CCOc1ccc(C(=O)CN2C(=O)NC3(CCCCCC3)C2=O)cc1 | -8% | -10 | -2% | -3% | 12% | -4% | -6% | 1% | -7%
22 | COc1cccc(C(=O)Nc2nnc(S(=O)(=O)N(C)c3ccccc3)s2)c1 | -1% | -6 | -1% | -7% | 1% | -2% | 18% | -15% | -6%
23 | N#CC1=C(N)Oc2cc(O)ccc2C1c1cccnc1 (configuration not stated) | 2% | -9 | -17% | -21% | 11% | -13% | ? | -6% | ?
24 | Nc1c(C(=O)CSc2nnc(N3CCOCC3)n2-c2cccc(F)c2)c(=O)[nH]c(=O)n1C1CC1 | 0% | 2 | -4% | 1% | 10% | -9% | 5% | 9% | 3%
25 | O=C(/C=C/c1ccco1)NC1=NCCS1 | 6% | 26 | -2% | -1% | 7% | -2% | -9% | -23%[57.1 µM] | 2%

One compound at a time (already shown).
`N#CC1=C(N)Oc2cc(O)ccc2C1c1cccnc1` (configuration not stated) is listed as HT1080 IDH1KD tx = 2%; IL-1B inflam inh = -9; MCF10A rerep = -17%; HT1080-NT tox = -21%; ATXN2 expr inh = 11%; SW480 rereplic = -13%; KB-V1 cytotox = ?; WRN inhibitor = -6%; KB-3-1 cytotox = ?
`O=C(/C=C/c1ccco1)NC1=NCCS1` is listed as HT1080 IDH1KD tx = 6%; IL-1B inflam inh = 26; MCF10A rerep = -2%; HT1080-NT tox = -1%; ATXN2 expr inh = 7%; SW480 rereplic = -2%; KB-V1 cytotox = -9%; WRN inhibitor = -23%[57.1 µM]; KB-3-1 cytotox = 2%

Carrying on:
item | structure | HT1080 IDH1KD tx | IL-1B inflam inh | MCF10A rerep | HT1080-NT tox | ATXN2 expr inh | SW480 rereplic | KB-V1 cytotox | WRN inhibitor | KB-3-1 cytotox
26 | COC(=O)c1cc(C(=O)OC)cc(N2C(=O)CC(NNC(=O)c3ccccc3Cl)C2=O)c1 (configuration not stated) | -1% | 6 | -75%[inhibitor] | 13% | -1% | 4% | 0% | 4% | ?
27 | CCOCc1c(C(=O)NC2CCCCCC2)oc2ccccc12 | 12% | 12 | 1% | 19% | -1% | -1% | 8% | -2% | 0%
28 | C[C@@H](CSc1ccccc1)CN1CC[C@H](NC(=O)OCc2ccccc2)CCC1=O | 2% | 15 | ? | -2% | -5% | 5% | ? | 1% | -4%&-25%
29 | COc1ccc(C(C(=O)NC(C)(C)C)n2c(=O)c(-c3cc4ccccc4[nH]3)nc3ccccc32)cc1 (configuration not stated) | ? | -7 | . | -25% | . | . | ? | -13% | ?
30 | COC(=O)C[C@H]1C[C@H]2c3cc(NC(=O)Nc4ccc(F)cc4)ccc3O[C@H]2[C@@H](CO)O1 | 11% | -11 | . | 1% | -8% | . | -1% | 8% | 0%
31 | COc1ccccc1N(C)S(=O)(=O)c1ccc(C(=O)NC(C)c2ccccc2)cc1 (configuration not stated) | -3% | 11 | 6% | 11% | 2% | 19% | -27% | -11% | -16%
32 | Cc1ccc(-c2cnc(NCc3cc4c(cc3[N+](=O)[O-])OCO4)n2C)cc1C | -16% | -11 | -8% | -21% | -35% | -1% | 1% | -7% | 4%
33 | CSc1ccc(CN2CCC2(C)C(=O)NC2CCN(Cc3ccccc3)CC2)cc1 (configuration not stated) | -7% | -10 | . | -9% | -7% | . | -24% | 2% | 0%
34 | Cc1csc(SCC(=O)c2c(N)n(C)c(=O)n(C)c2=O)n1 | 12% | 6 | 0% | 12% | 25% | -1% | 1% | -28% | 1%
35 | CN(C(=O)COC(=O)C1CCN(S(=O)(=O)c2cccs2)CC1)C1CCS(=O)(=O)C1 (configuration not stated) | 0% | -1 | 1% | -1% | -1% | 0% | 0% | 2% | 0%
36 | Cc1cc(-c2csc(NC(=O)c3cc4ccccc4o3)n2)c(C)n1C | -3% | -7 | 7% | 8% | 0% | -1% | 1% | -8% | 4%
37 | O=c1cc(CO)oc(C(Nc2cccc(C(F)(F)F)c2)c2ccccn2)c1O (configuration not stated) | 1% | 17 | -7% | 10% | 9% | -5% | 6% | -1% | 0%
38 | CC1(C)CC2(CCO1)OC(=O)CC2C(=O)NCCc1ccccc1 (configuration not stated) | 0% | 2 | -2% | 2% | 3% | -1% | 20% | -7% | -2%
39 | Cc1ccc(S(=O)(=O)N2CCC(C(=O)Nc3ccc(S(=O)(=O)N4CCOCC4)cc3)CC2)cc1 | -15% | 19 | 6% | -1% | -17% | 3% | 16µM* | -2% | 23µM*
40 | COc1ccccc1Oc1ccc(NC(=O)c2ccccc2C)cc1 | 0% | -29 | 14% | -10% | . | -2% | -4% | -4% | 0%
41 | O=[N+]([O-])c1ccc(-c2n(-c3ccccn3)c3ccccc3[n+]2-c2ccccn2)cc1 | -1% | 12 | 21% | 1% | -18% | -70%[inhibitor] | -9% | -5% | -7%
42 | CC(=O)NC(CC(=O)N1CCN(C(C)=O)CC1)c1ccccc1 (configuration not stated) | 9% | 3 | 0% | ? | -9% | 4% | 27% | 4% | -20%
43 | COC(CN1C(=O)C(=O)/C(=C(/O)c2ccccc2)C1c1ccccn1)OC (configuration not stated) | 0% | -1 | -6% | -2% | . | -153%[inhibitor] | 14% | 9% | 0%
44 | CCC1(c2ccc(F)cc2)NC(=O)N(CC(=O)N2CCN(S(=O)(=O)c3ccc(C)cc3)CC2)C1=O (configuration not stated) | 2% | 2 | 2% | 2% | -3% | 8% | ? | -21% | -14%
45 | Cn1cc(P(=S)(N2CCOCC2)N2CCOCC2)cc1P(=S)(N1CCOCC1)N1CCOCC1 | 6% | -14 | 13% | 9% | 0% | 4% | 2% | -3% | -3%
46 | CC(=O)C1=C(C)NC2=C(C(=O)c3ccccc32)C1c1ccccc1 (configuration not stated) | -15% | -21 | 14% | -14% | -13% | -3% | -25% | -15% | ?
47 | Cc1cc(C(=O)Nn2cnnc2)ccc1[N+](=O)[O-] | -14% | 0 | -9% | -11% | . | 7% | -2% | 5% | -3%
48 | COc1ccccc1N1CCN(c2nc3c(C)cccn3c(=O)c2C=O)CC1 | ? | -3 | 9% | -15% | -13% | -3% | 23µM* | -1% | -17%
49 | COC(=O)c1nc[nH]c1C(=O)OC | 6% | 16 | 3% | 14% | 9% | -7% | ? | 7% | -2%

Bioassay records: PubChem BioAssay, National Center for Advancing Translational Sciences (NCATS)
